Bioassay records as filed in PubChem BioAssay.
Rab2 wt GTP – changes GTP binding to wildtype dog Rab2A, up or down. 190,000 tested, 0.19% active. AID 760. GTP binding activity, % at 10 µM. P61105. GST-Rab2 wt beads, Bodipy-GTP binding, flow cytometry;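 active means GTP binding activity at least 20 points away from 100%, either lowered or raised; inconclusive means signal likely due to the compound's own green fluorescence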;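 further: 0% = beads with excess unlabeled GTP and 100% = no-compound control corrected for plate trend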
Mcl1-Noxa inh – disrupts binding of human Mcl-1 to Noxa peptide; TR-FRET Mcl-1/Noxa peptide binding, 2 h; inhibition, % at 21.7 µM; 220,000 tested, 1.5% active; AID 1022;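 active means compounds that cut the protein-peptide binding signal by more than 50% relative to plate controls in a single-dose test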;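 further: His-tagged Mcl-1 with rhodamine Noxa BH3 peptide and terbium anti-His antibody; 0% = Mcl-1 plus Noxa peptide wells and 100% = peptide-only wells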
Pf gametocyte – inhibitors of late stage P. falciparum gametocyte viability. inhibition, % at 10.9 µM. AID 743093. P. falciparum stage V gametocytes, ATP luminescence, 24 h. 150,000 tested, 0.065% active;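 active means inhibition above the mean plus 3 SD of compounds within the control limits, set per campaign, cut at about 38% in these data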;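 further: 0% = DMSO wells and 100% = medium only without gametocytes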
Rab7 wt GTP bind – modulators of GTP binding to dog Rab7 wildtype GTPase | GTP binding activity (percent of control), % at 10 µM | GST-Rab7 beads, fluorescent GTP binding, flow cytometry; actives lie on both sides; untreated = 100%, excess cold GTP = 0% | 190,000 tested, 0.055% active | AID 758;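 active means fluorescent GTP binding to Rab7 beads changed by at least 20 points from the 100% baseline, either direction, mostly lower; inconclusive means compound itself probably fluorescent, or too few beads counted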;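 further: median green fluorescence of bound Bodipy-FL-GTP per Rab7 bead population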
Avidin fluor – compound fluoresces at 488/530 nm on avidin beads; fluorescence (KMESF) at 10 µM; compound fluorescence 488/530 nm, flow cytometry; active compounds read high; 220,000 tested, 0.38% active; in the data active means fluorescence above about 47; further: inactives centre near 10
Cdc42 wt – human Cdc42 wildtype GTP binding change, either direction; P60953; GST-Cdc42 beads, Bodipy-GTP binding, flow cytometry; actives lie on both sides; percent activity (GTP binding), % at 10 µM; 190,000 tested, 0.2% active; AID 761;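 active means percent activity GTP binding at least 20 points away from the 100% baseline, either down as inhibitor or up as activator; inconclusive means compound flagged as likely green fluorescent from well-wide comparison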;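 further: median bead fluorescence of bound Bodipy-FL-GTP at 100 nM; 0% = excess unlabeled GTP control and 100% = no compound control; below 100% means less GTP binding so inhibitor and above means activator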
Target sequence (P60953 whole entry, looked up): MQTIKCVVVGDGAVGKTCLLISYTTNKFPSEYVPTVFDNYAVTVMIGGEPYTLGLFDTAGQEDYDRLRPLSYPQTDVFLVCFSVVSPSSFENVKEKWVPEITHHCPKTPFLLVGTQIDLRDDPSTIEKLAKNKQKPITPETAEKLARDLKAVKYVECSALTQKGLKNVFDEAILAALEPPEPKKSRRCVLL
Rac1 wt GTP bind – alters GTP binding to wildtype human Rac1; AID 757; GST-Rac1 beads, fluorescent GTP binding, flow cytometry; actives lie on both sides; 0 = cold GTP competed, 100 = untreated; GTP binding activity (% of control), % at 10 µM; 190,000 tested, 0.27% active;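 active means GTP binding activity at least 20 points away from the 100% control level, either lower or higher; inconclusive means compound flagged as likely green fluorescent, judged across all proteins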
HRas wt GTP – human HRas wildtype GTP binding, change in either direction | P01112 | GST-Ras wt beads, Bodipy-FL-GTP binding, flow cytometry; actives lie on both sides | GTP binding activity, % at 10 µM | 190,000 tested, 0.14% active | AID 759;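 active means GTP binding activity at least 20% away from the 100% baseline, either lowered as inhibitor or raised as activator; inconclusive means flagged as likely green fluorescent, judged across all proteins in the well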;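 further: 0% = unlabeled GTP competition control and 100% = no-compound control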
Target sequence (P01112 whole entry, looked up): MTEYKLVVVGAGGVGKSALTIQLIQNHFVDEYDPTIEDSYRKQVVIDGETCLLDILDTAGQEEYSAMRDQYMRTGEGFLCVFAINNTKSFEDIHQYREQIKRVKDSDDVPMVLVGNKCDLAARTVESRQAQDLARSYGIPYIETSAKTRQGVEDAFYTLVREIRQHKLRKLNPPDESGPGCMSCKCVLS
ABCG2 inh – human ABCG2 inhibition, ABCB1 as counter-screen; IgMXP3 cells, JC-1 efflux, flow cytometry; inhibition, % at 6.6 µM; 190,000 tested, 0.1% active; AID 1325;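 active means inhibition above 80%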;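 further: 0% = DMSO and 100% = nicardipine control wells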
Target sequence (Q9UNQ0 whole entry, looked up): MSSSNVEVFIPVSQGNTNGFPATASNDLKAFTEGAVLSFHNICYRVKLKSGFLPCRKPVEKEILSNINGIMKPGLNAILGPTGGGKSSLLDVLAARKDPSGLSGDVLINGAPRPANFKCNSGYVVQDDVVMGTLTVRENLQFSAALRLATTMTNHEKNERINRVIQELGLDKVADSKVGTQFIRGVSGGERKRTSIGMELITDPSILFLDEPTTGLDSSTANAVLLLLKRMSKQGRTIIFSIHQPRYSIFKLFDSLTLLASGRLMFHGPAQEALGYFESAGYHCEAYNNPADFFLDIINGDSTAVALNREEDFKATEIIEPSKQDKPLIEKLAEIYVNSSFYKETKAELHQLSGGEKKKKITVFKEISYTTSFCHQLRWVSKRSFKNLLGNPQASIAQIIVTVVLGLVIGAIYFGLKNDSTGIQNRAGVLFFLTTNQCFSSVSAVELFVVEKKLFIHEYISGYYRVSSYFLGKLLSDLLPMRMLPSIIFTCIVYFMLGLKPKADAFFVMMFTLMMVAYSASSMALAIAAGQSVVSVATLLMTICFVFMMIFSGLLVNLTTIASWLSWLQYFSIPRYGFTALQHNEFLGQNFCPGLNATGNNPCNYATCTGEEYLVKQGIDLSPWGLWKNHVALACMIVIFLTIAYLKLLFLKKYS
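Test system: ABCG2 IgMXP3 and barcoded ABCB1 CCRF-Adr cell mix; Schedule: cells with compound and JC-1, 10 min at 25 °C, rotating, no wash; Technique: flow cytometry of retained JC-1 fluorescence; Measure: % inhibition of efflux relative to nicardipine and DMSO; Controls: nicardipine high and DMSO low controls.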
Rac1 mut GTP – alters GTP binding to activated mutant human Rac1. percent activity (GTP binding), % at 10 µM. AID 764. 190,000 tested, 0.11% active. GST-Rac1 activated beads, fluorescent GTP binding, flow cytometry; actives lie on both sides; 100% means binding = to untreated wells. P63000;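 active means GTP binding at least 20 percentage points away from the 100% baseline, in either direction, so actives lie on both sides; inconclusive means Compound likely fluorescent itself, or too few beads counted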
ABCB1 inh – human ABCB1 inhibition, ABCG2 as counter-screen; P08183; CCRF-Adr cells, JC-1 efflux, flow cytometry; inhibition, % at 6.6 µM; 190,000 tested, 0.067% active; in the data active means inhibition above about 40%;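 further: 0% = vehicle and 100% = reference inhibitor; higher value means more JC-1 retained so stronger ABCB1 efflux block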
The depositor's hits bear a star; ? = inconclusive; . = not tested or not shown.

SMILES	Rab2 wt GTP	Mcl1-Noxa inh	Pf gametocyte	Rab7 wt GTP bind	Avidin fluor	Cdc42 wt	Rac1 wt GTP bind	HRas wt GTP	ABCG2 inh	Rac1 mut GTP	ABCB1 inh
COCCn1c(SCCN2CCCCC2)nc2ccccc2c1=O	100.0	40.1	.	103.0	11	107.0	106.0	104.0	9.6	101.0	1.1
Cc1oc(-c2ccccc2)nc1Cn1cccc1C1=NC(c2ccccc2)CO1 (centres undefined)	102.0	13.7	.	102.0	11	101.0	97.0	101.0	6.2	101.0	3.0
COc1ccc2[nH]c3c(NCCN(C(C)C)C(C)C)ncnc3c2c1	98.0	16.6	.	97.0	21	99.0	103.0	97.0	0.6	99.0	0.1
COc1ccc(N2CCN(S(=O)(=O)/C=C/c3ccccc3)CC2)cc1	100.0	-4.7	-35.7	103.0	10	98.0	104.0	102.0	0.8	98.0	0.2
O=C(Nc1cccc(C(F)(F)F)c1)NC1CCCCC1	101.0	1.6	.	97.0	9	101.0	104.0	100.0	2.1	99.0	0.1
CCC(C)NC(=O)CC(NS(=O)(=O)c1ccc(NC(C)=O)cc1)C(C)C (centres undefined)	94.0	15.6	9.0	95.0	10	96.0	98.0	94.0	6.5	93.0	-0.5
CC(=O)c1cccc(N(CC(=O)NCC2CCCO2)C(=O)CCC(=O)Nc2cc(C)on2)c1 (centres undefined)	104.0	-24.5	.	103.0	8	102.0	100.0	104.0	1.9	101.0	0.4
COc1ccc(/C=N/NS(=O)(=O)c2ccc(C)cc2)cc1OC(=O)c1ccccc1	96.0	-11.7	9.7	94.0	7	97.0	96.0	97.0	0.6	96.0	0.1
COc1ccc(Br)cc1C(=O)Nc1cccc(C)c1C	101.0	1.5	-7.7	103.0	8	101.0	103.0	101.0	15.0	101.0	0.4
Cc1ccc(CN2CCN(Cc3ccc(-n4cccn4)cc3)CC2CCO)cc1 (centres undefined)	97.0	15.8	33.3	99.0	10	97.0	101.0	97.0	0.0	97.0	0.9
CC(=O)Nc1ccc2c(c1)ncn2C1CCCCC1	102.0	-8.2	.	100.0	7	101.0	105.0	100.0	-0.1	100.0	-0.1
CCN(CC)C(=O)N1CCC(NC(=O)c2ccccc2)CC1	100.0	-27.4	.	99.0	4	101.0	103.0	101.0	-0.3	100.0	-0.1
Cc1cc(C)cc(N(CC(=O)NCc2ccco2)S(=O)(=O)c2c(C)noc2C)c1	101.0	5.5	.	103.0	8	99.0	103.0	101.0	1.3	99.0	0.4
O=C(COc1ccc2ccccc2c1)N/N=C/C1CC=CCC1 (centres undefined)	94.0	2.6	10.5	102.0	3	95.0	102.0	98.0	0.0	94.0	-0.1
CC12CC(c3ccccc3O1)C(/C(N)=N/NC(=O)c1ccc(F)cc1)C(=O)N2 (centres undefined)	96.0	8.9	.	98.0	20	102.0	101.0	96.0	16.6	97.0	-0.8
COc1ccc(C)cc1NC(=O)c1ccc([N+](=O)[O-])cc1[N+](=O)[O-]	98.0	1.4	-0.9	102.0	11	98.0	95.0	97.0	1.6	98.0	0.3
CNC(=S)N1CCC(c2nc3ccccc3s2)CC1	97.0	-4.6	19.9	102.0	9	95.0	102.0	100.0	0.9	97.0	0.1
Cc1ccc(CN2CCNC(=O)C2CC(=O)N2CCN(c3ncccn3)CC2)o1 (centres undefined)	100.0	7.7	-2.8	106.0	10	99.0	101.0	100.0	-0.1	98.0	0.2
CN(C)S(=O)(=O)c1cccc(NC(=O)COC(=O)/C=C/c2ccc([N+](=O)[O-])cc2)c1	100.0	7.2	-5.2	106.0	25	95.0	98.0	100.0	-0.2	95.0	-0.2
Cc1cc(S(=O)(=O)Nc2cccc(Cl)c2)c(C)s1	97.0	11.8	4.9	95.0	7	98.0	101.0	97.0	1.9	95.0	-0.1
CCC(=O)Nc1cccc(C(=O)Nc2nccs2)c1	97.0	3.4	-3.7	96.0	6	97.0	97.0	96.0	5.8	100.0	1.3
O=[N+]([O-])C(=C1Nc2ccccc2N1)/C(Cl)=C(/Cl)Br	97.0	40.0	8.7	104.0	5	102.0	105.0	101.0	0.3	100.0	-0.4
CC(C)(C)c1ccc(/C=N/Nc2cccc(C(=O)O)c2)cc1	95.0	-12.1	5.8	96.0	5	96.0	94.0	95.0	1.7	95.0	0.1
O=C(CN1C(=O)C2C3C=CC(C4CC34)C2C1=O)NCc1ccco1 (centres undefined)	97.0	4.3	.	102.0	9	96.0	97.0	97.0	7.6	97.0	1.7
O=C(CCN1CCOCC1)N/N=C/c1cc([N+](=O)[O-])ccc1OC(F)F	99.0	-0.8	-3.8	107.0	9	100.0	102.0	101.0	16.4	98.0	0.7

Other results.
SMILES	Rab2 wt GTP	Mcl1-Noxa inh	Pf gametocyte	Rab7 wt GTP bind	Avidin fluor	Cdc42 wt	Rac1 wt GTP bind	HRas wt GTP	ABCG2 inh	Rac1 mut GTP	ABCB1 inh
COc1ccc([N+](=O)[O-])cc1NC(=O)c1ccc(N(Cc2ccccc2Cl)S(C)(=O)=O)cc1	97.0	26.2	-10.1	99.0	3	98.0	100.0	99.0	4.1	98.0	0.9
CC1(C)CC2(CC(c3ccccc3)Oc3cc(O)ccc32)NC(=O)N1 (centres undefined)	100.0	8.7	-20.9	105.0	13	100.0	101.0	103.0	0.9	96.0	0.5
COc1cc(-c2nc(N)n[nH]2)cc(OC)c1OC	101.0	8.8	14.3	98.0	10	101.0	101.0	101.0	-7.7	100.0	-5.6
O=C(NCc1ccco1)c1sc(=S)n2c1[nH]c(=O)c1ccccc12	84.0	73.0*	17.9	85.0	8	87.0	85.0	89.0	-1.8	81.0	-0.7
Cn1cccc1/C=N\NC(=O)Cc1ccc(Br)c2ccccc12	95.0	4.2	-6.2	92.0	10	92.0	102.0	98.0	16.0	93.0	1.6
CCc1nc2oc3cc(OC)ccc3c(=O)c2c(=O)n1-c1ccccc1	97.0	-10.6	11.0	104.0	8	100.0	105.0	101.0	20.2	101.0	0.8
Cc1ccc(NC(=O)N2CCCC2C(=O)NCc2cccs2)cc1 (centres undefined)	101.0	-5.9	-8.5	99.0	8	104.0	102.0	103.0	-0.1	102.0	0.2
CCCCCCCC(=O)N/N=C(\C)c1ccc(O)cc1O	?	11.6	6.1	?	1	?	?	?	2.4	?	0.0
CC1=Nn2c(nc3sc4c(c3c2=O)CCCC4)SC1	97.0	2.8	-7.2	100.0	3	98.0	99.0	96.0	4.0	98.0	0.5
CCOc1ccc(-c2nnc3ccc(SC)nn23)cc1	94.0	-92.6	.	94.0	15	95.0	96.0	95.0	7.0	95.0	1.0
CC(C)N(Cc1nc(-c2ccc(Cl)cc2)no1)C(=O)CCC1CCCC1	99.0	10.2	.	99.0	8	101.0	105.0	102.0	1.2	99.0	0.4
COC(=O)c1ccc(-c2nc(-c3cccs3)no2)cc1	103.0	0.4	.	101.0	6	103.0	108.0	103.0	2.8	102.0	0.2
CCn1c(=S)sc2c(=O)n(-c3ccccc3)c(SCC(=O)NCc3ccco3)nc21	92.0	9.4	.	99.0	23	97.0	100.0	97.0	0.1	91.0	0.0
CCOC(=O)c1cnn(-c2nc(-c3ccccc3)cs2)c1C(F)(F)F	109.0	16.2	.	103.0	34	110.0	111.0	108.0	2.2	103.0	0.2
O=C(Cn1c(=O)sc2ccccc21)NCc1ccccn1	100.0	1.8	.	101.0	7	102.0	106.0	101.0	-4.4	100.0	-3.0
c1ccc(C(c2ccccc2)c2noc(CN3CCN(C4CCCC4)CC3)n2)cc1	96.0	-0.3	-6.4	98.0	13	99.0	101.0	99.0	-1.9	97.0	0.1
CC1CCN(S(=O)(=O)c2ccc3c(c2)C(=NO)c2cc(S(=O)(=O)N4CCC(C)CC4)ccc2-3)CC1	105.0	4.6	.	99.0	4	100.0	103.0	104.0	-0.5	102.0	-0.1
O=C(c1ccc(COc2c(F)c(F)cc(F)c2F)o1)N1CCN(c2ccc(Cl)cc2)CC1	92.0	.	.	93.0	13	91.0	88.0	91.0	5.9	89.0	0.1
CCOC(=O)c1oc2ccccc2c1NC(=O)c1ccc(S(=O)(=O)N2CCCC2)cc1	99.0	4.8	.	95.0	9	102.0	102.0	100.0	63.6	100.0	-0.3
CCCCn1c(NCc2cccs2)nc2ccccc21	96.0	50.5*	-6.8	95.0	10	98.0	100.0	98.0	13.5	96.0	0.8
CC1CCN(CCCCOc2ccccc2Br)CC1	96.0	20.0	0.6	103.0	15	105.0	107.0	102.0	10.5	100.0	1.2
O=C(CCNS(=O)(=O)c1cccc2nonc12)NC1CCCc2ccccc21 (centres undefined)	105.0	9.1	.	104.0	16	106.0	107.0	103.0	5.8	100.0	1.0
O=C(CCCCn1c(=O)[nH]c2ccsc2c1=O)NCc1cccnc1	98.0	0.1	.	97.0	19	101.0	100.0	99.0	-2.9	98.0	-0.9
O=C(c1ccc([N+](=O)[O-])cc1)N1CCN(Cc2ccccc2[N+](=O)[O-])CC1	100.0	11.2	-13.6	102.0	4	97.0	100.0	100.0	2.5	98.0	1.2
CCS(=O)(=O)c1nnnn1-c1ccccc1S(C)(=O)=O	99.0	5.0	.	102.0	5	98.0	100.0	100.0	1.8	98.0	0.4

(next part)
SMILES	Rab2 wt GTP	Mcl1-Noxa inh	Pf gametocyte	Rab7 wt GTP bind	Avidin fluor	Cdc42 wt	Rac1 wt GTP bind	HRas wt GTP	ABCG2 inh	Rac1 mut GTP	ABCB1 inh
COCCNC(=S)N/N=C/c1ccc(N2CCOCC2)cc1	99.0	17.0	.	99.0	14	103.0	106.0	101.0	5.5	101.0	0.3
CCC(Sc1ccc2nnc(-c3ccc(F)cc3)n2n1)C(=O)O (centres undefined)	104.0	2.6	6.2	105.0	17	102.0	104.0	105.0	0.9	101.0	0.3
O=C(CCn1c(=O)[nH]c2ccccc2c1=O)N1CC=C(c2ccccc2)CC1	94.0	-0.9	-10.7	102.0	9	92.0	92.0	94.0	-0.3	91.0	0.5
Nn1c(SCC(=O)NCCC2=CCCCC2)nnc1C(F)(F)F	96.0	2.2	.	97.0	4	97.0	97.0	98.0	3.5	96.0	0.9
Cc1cc(NC(=O)CN2CCCC(C)C2)n(-c2nc3ccccc3s2)n1 (centres undefined)	99.0	-5.5	.	102.0	12	102.0	101.0	99.0	7.1	98.0	2.8
O=C(CN1CCCc2ccccc21)NC(=O)NC1CCCCC1	99.0	20.8	.	98.0	11	99.0	98.0	97.0	0.8	98.0	0.1
CSc1nc(NCCOCCO)c2sc3nc(-c4ccco4)c4c(c3c2n1)CCC4	81.0	95.8*	-7.8	89.0	3	82.0	92.0	83.0	1.3	90.0	0.1
